Source: PubChem (National Center for Advancing Translational Sciences (NCATS))
Vif-A3G inh: Vif-A3G binding inhibition. Potency, µM (titrated, usually from 46.1 µM), without a hit: at the highest dose activity, negative = active, usual class: inhibitors. AID 602310. HeLa A3G-eYFP + Vif (tagged APOBEC3G with the HIV-1 protein that degrades it), YFP fluorescence, overnight. 410,000 tested, 0.076% active. Q9HC16;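 note: potency is the fitted concentration of half-maximal effect; % is set by controls: 0 for no effect and ±100 for the full control effect; nearly all actives have a fitted effect of over 60% in size; hits raise eYFP signal because A3G escapes Vif-driven loss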
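Read-out is eYFP fluorescence (Ex 488/Em 500-530) from Vif-expressing HeLa A3G-eYFP cells; more signal means A3G escaped Vif-mediated degradation. Cells plated overnight, compound pinned in, incubated overnight at 37 deg C.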
PI4K2A inh: PI4K2A (human) kinase inhibition | activity change, negative = inhibition, % at 76.9 µM | AID 1346378 | purified PI4K2A, ADP-Glo luminescence, 1 h; active compounds read low | 420,000 tested, 0.13% active; in the data active = activity change below about -50%; inconclusive = mostly about -30% to -49%;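 note: -100% = wells without enzyme as full effect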
Target sequence (Q9BTU6 whole entry, looked up): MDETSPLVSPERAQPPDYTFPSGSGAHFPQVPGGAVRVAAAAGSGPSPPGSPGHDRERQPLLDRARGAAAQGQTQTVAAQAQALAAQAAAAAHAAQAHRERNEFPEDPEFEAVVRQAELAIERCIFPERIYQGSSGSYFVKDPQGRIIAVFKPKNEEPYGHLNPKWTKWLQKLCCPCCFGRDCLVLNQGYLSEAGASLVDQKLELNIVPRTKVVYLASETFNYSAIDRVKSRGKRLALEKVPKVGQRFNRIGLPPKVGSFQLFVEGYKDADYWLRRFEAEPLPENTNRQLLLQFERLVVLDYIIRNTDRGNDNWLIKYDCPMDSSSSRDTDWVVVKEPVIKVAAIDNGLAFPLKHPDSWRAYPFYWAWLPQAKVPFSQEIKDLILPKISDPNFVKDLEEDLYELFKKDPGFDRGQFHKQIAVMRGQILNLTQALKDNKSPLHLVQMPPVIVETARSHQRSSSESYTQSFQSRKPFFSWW
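In this quantitative HTS, ADP production by PI4K2A was quantified luminescently after 1 h at ambient temperature; 100 microM adenosine served as plate-quality control.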
TrxR1 substrate: substrates of rat thioredoxin reductase 1. O89049. purified TrxR1 substrate turnover, NADPH consumption readout. Potency, µM (titrated, usually from 114 µM), inactives show at the highest dose activity change, negative = substrate turnover. 390,000 tested, 0.01% active; note: potency is the fitted concentration of half-maximal effect; % is set by controls: 0 for no effect and ±100 for the full control effect; nearly all actives have a fitted effect of over 50% in size
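Rat TrxR1, dispensed at 90 nM, was prereduced with 400 uM NADPH (final) for 5 min at ~22 deg C, then incubated with compound 15 min before 400 uM selenite. A first-read NADPH fluorescence drop versus no-compound background flagged substrates.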
LDHA inh: LDHA (human) enzyme inhibition; purified LDHA, NADH/diaphorase-resazurin fluorescence; active compounds read low; P00338; 480,000 tested, 0.15% active; AID 1347041; activity change, % (values are at about 110 or 230 µM); in the data active = activity change below about -30%; inconclusive = mostly about -25% to -30%;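 note: plate controls were DMSO wells for no effect and wells without enzyme for full effect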
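Enzyme activity of human lactate dehydrogenase 5 (2 nM; 0.06 mM NADH, 0.2 mM pyruvate, 5 min, RT) is measured via a resazurin/diaphorase fluorescence readout of residual NADH.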
mIDH1 inhibitor: inhibitors of human mutant IDH1 R132H | 390,000 tested, 0.093% active | Potency, µM (titrated, usually from 76.6 µM), inactives show top-dose activity change, negative = inhibition, hits mostly inhibitors | O75874 | IDH1-R132H enzyme, NADPH consumption, diaphorase/resazurin fluorescence | AID 602179; note: potency is the fitted concentration of half-maximal effect; % is set by controls: 0 for no effect and ±100 for the full control effect; nearly all actives have a fitted effect of over 65% in size
Target sequence (O75874 whole entry R132H, stated change not applied): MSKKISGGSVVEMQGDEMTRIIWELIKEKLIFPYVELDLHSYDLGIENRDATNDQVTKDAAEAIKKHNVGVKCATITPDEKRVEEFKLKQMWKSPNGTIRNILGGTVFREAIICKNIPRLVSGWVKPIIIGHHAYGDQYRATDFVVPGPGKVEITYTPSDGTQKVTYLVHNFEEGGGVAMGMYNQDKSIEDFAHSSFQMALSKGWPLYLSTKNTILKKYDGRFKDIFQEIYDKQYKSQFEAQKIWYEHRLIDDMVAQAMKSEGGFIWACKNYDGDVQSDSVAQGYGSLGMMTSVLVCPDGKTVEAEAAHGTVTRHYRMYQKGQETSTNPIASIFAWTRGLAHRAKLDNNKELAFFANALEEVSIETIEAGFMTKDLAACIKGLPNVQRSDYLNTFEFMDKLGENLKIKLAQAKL
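IDH1-R132H (0.5 ug/mL dispensed) in pH 7.5 Tris buffer was preincubated 30 min with compound, then given a substrate mix of 0.016 mM NADPH and 2 mM alpha-KG for 80 min at room temperature; remaining NADPH was read by diaphorase/resazurin fluorescence.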
RXFP1 ag: agonists of human relaxin receptor RXFP1; Q9HBX9; 370,000 tested, 0.3% active; AID 2676; HEK293T-RXFP1 cAMP TR-FRET, 30 min; response scale: percent of porcine relaxin response, buffer zero; Potency, µM (doses to about 57.5 µM), without a hit: at the top dose activation, actives largely listed as activators; note: potency is the fitted concentration of half-maximal effect; % is set by controls: 0 for no effect and ±100 for the full control effect; nearly all actives have a fitted effect of over 60% in size; many of its hits are not listed in these tables
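cAMP rise read by TR-FRET after 30 min, 37C compound exposure (up to 58 uM) in RXFP1-transfected HEK293 cells with Ro 20174 present. EC50 from Hill-equation fits, with 29 nM porcine relaxin as 100% and buffer as basal.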
Glioma ERSR ind: induces the endoplasmic reticulum stress response in human glioma cells | U87-MG GRP78 promoter luciferase reporter, 16 h | AID 602332 | 420,000 tested, 0.02% active | Potency, µM, for inactives: at the top dose activation, hits mostly activators; note: potency is the fitted concentration of half-maximal effect; series mostly up to about 76 µM; % of control where 0% means no effect; nearly all actives have a fitted effect of over 35% in size
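Stably transfected U87-MG human glioma cells carrying a GRP78-based luminescent sensor were seeded at 1000 cells/well, pin-dosed with compounds and incubated 16 h. Luciferase reagent was then added, and end-point luminescence was read after 10 min at room temperature.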
USP1-UAF1 inh: blocks the human USP1/UAF1 deubiquitinase complex. recombinant USP1/UAF1, Ub-Rhodamine cleavage fluorescence. Potency, µM (series often up to 57.1 µM), inactives show top-dose activity change, negative = inhibition, most hits filed as inhibitors. 390,000 tested, 0.23% active. AID 743255; note: potency is the fitted concentration of half-maximal effect; % is set by controls: 0 for no effect and ±100 for the full control effect; nearly all actives have a fitted effect of over 60% in size; inactives centre near -12
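Step one: compound is pinned into 1nM USP1/UAF1 in HEPES pH 7.8 buffer with TCEP. Step two: 15 min room-temperature incubation. Step three: Ub-Rho (150nM final) starts cleavage, tracked by fluorescence over six one-minute reads.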
Vif-APOBEC3F blk: inhibitors of Vif-A3F interaction; HeLa A3F-eYFP + Vif (tagged APOBEC3F with the HIV-1 protein that degrades it), YFP fluorescence increase; Potency, µM (titrated, usually from 46.1 µM), without a hit: top-dose activity, negative = active; AID 602313; 390,000 tested, 0.2% active; note: potency is the fitted concentration of half-maximal effect; % of control where 0% means no effect; nearly all actives have a fitted effect of over 65% in size
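HeLa cells stably expressing A3F-eYFP plus Vif, plated and incubated overnight at 37 deg C, then exposed to compounds overnight at 37 deg C. Blocked degradation read as raised yellow fluorescence (Ex 488/Em 500-530).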
The depositor's hits bear a star; ? = inconclusive; . = no result given; & = joins results of further samples; [ ] = dose if it differs, or a comment. Unless noted, calls come from the whole dose curve; as a rule, active = well fitted curve in the direction sought with a large enough effect; inconclusive = small, poorly fitted or top-dose-only effect, or another doubt; inactive = no such curve, though single readings can be large; an effect the other way counts as inactive or inconclusive.

SMILES | Vif-A3G inh | PI4K2A inh | TrxR1 substrate | LDHA inh | mIDH1 inhibitor | RXFP1 ag | Glioma ERSR ind | USP1-UAF1 inh | Vif-APOBEC3F blk
COc1ccc(CN(CC(=O)NCCc2ccccc2)C(=O)CCC(=O)Nc2ccccn2)cc1 | -3% | 4 | 0% | -5 | 3% | -0.9% | -3% | -2% | 1%
O=C(NC1CCCCC1)c1cc2nc3c(c(C(F)(F)F)n2n1)CCCC3 | -3% | 2 | 9%[57.1 µM] | 3 | 1% | 4.5% | -1% | -1% | -18%
CCOC(=O)c1c(C)[nH]c(C(=O)N2CCCC(C(=O)c3cccc(OC)c3)C2)c1C (stereo not drawn) | 0% | -1 | -3% | 0 | 12% | -0.5% | -3% | -21% | -23%
Cc1ccccc1C(=O)Nc1cccc(-c2ccc3nncn3n2)c1 | -11% | 7 | 7% | -1 | 6% | 6.7% | -1% | -18% | -2%
COc1cc(NC(=O)C2CC(=O)N(Cc3ccco3)C2)cc(OC)c1 (stereo not drawn) | 0% | 4 | 6% | 1 | 8% | 0.7% | -4% | -18% | 2%
Cc1cccc(NC(=S)N2CCC(NC(=O)c3ccco3)CC2)c1 | 1% | 0 | -7%[57.1 µM] | -14 | -3% | -4.7% | -1% | -11% | 2%
CC(C)OC(=O)CSc1nnc(-c2ccc(O)cc2)n1Cc1ccccc1 | 2% | 1 | 11%[57.1 µM] | -5 | -5% | 1.7% | -5% | -17% | 3%
COc1cc2c(=O)n(Cc3ccco3)c(=O)n(CC(=O)c3ccc(Br)cc3)c2cc1OC | -13% | 0 | -6%[57.1 µM] | -4 | 5% | 17% | -8% | -20% | -3%
Cc1ccc(NC(=O)c2cnn(-c3ccccc3)c2NC(=O)c2ccco2)cc1 | -5% | 6 | 1%[57.1 µM] | -9 | 0% | 0.4% | 5% | -7% | -4%
Cc1cc(N2CCOCC2)nc2ccc(NC(=O)CCC(=O)N3CCC(C)CC3)cc12 | -2% | 4 | 136%[activator] | 3 | 2% | -0.3% | 1% | 1% | -1%
Cc1cn([C@H]2C[C@H](O)[C@@H](CCC(=O)NCCc3cccs3)O2)c(=O)[nH]c1=O | -1% | 4 | . | -10 | . | . | -4% | . | .
O=C(O)c1ccc(CS(=O)(=O)c2ccc(Br)cc2)cc1 | 3% | -3 | 3% | 1 | -1% | -1.2% | -3% | -7% | 0%
Cc1onc(-c2c(Cl)cccc2Cl)c1C(=O)N1CCN(c2ncccn2)CC1 | 0% | 4 | 1% | -5 | -3% | 0.0% | 0% | -21% | 2%
O=C1CCCC2=C1C(c1ccsc1)CC(=O)N2c1nnc(SCc2ccccc2)s1 (stereo not drawn) | 0% | -7 | 6%[57.1 µM] | -7 | -4% | 2.1% | -2% | -18% | 2%
Cc1cccc(CCNC(=O)c2ccc3c(c2)nc2n3CCOC2)c1 | 5% | -2 | 1%[57.1 µM] | -3 | -13% | 5.8% | -5% | -3% | -3%
CCOC(=O)C1(Cc2cccc(Cl)c2)CCCN(C(=O)c2cccnc2)C1 (stereo not drawn) | 0% | 3 | 2% | -4 | 7% | -2.3% | -3% | -22% | -2%
CCN1CCN(C(=O)CCc2nnc(CCc3c[nH]c4ccccc34)o2)[C@@H](C)C1=O | 1% | 0 | 6% | -5 | -2% | 1.2% | 1% | -15% | -3%
c1ccc(CNc2nc(-c3cccnc3)cs2)cc1 | 14% | 2 | 6% | -3 | 9% | 0.4% | 0% | -19% | -28%
Cc1c(C(C)C)c(=O)n(-c2ccc(S(=O)(=O)NC3CC3)cc2)n1C | 0% | -2 | 6%[57.1 µM] | -4 | 3% | -1.8% | -3% | -7% | -22%
Cc1cccc(NC(=O)/C(C#N)=C/c2ccc(Cl)cc2)n1 | 0% | 0 | 4% | -5 | -6% | 0.2% | -2% | -24% | -5%
COc1ccccc1N(CC(=O)Nc1ccccc1C(=O)NCC(C)C)S(C)(=O)=O | 0% | -1 | 9% | -3 | -2% | 2.7% | -3% | -22% | 2%
CCOC(=O)N1CCN(C(=O)c2ccccc2NC(=O)COc2ccccc2C)CC1 | 1% | -2 | 16%[57.1 µM] | -16 | -11% | 1.9% | -1% | 4% | 3%
Cc1ccc(-n2nnnc2SCC(=O)Nc2ncc(Cc3ccccc3Cl)s2)cc1 | 3% | 6 | -21%[57.1 µM] | -5 | 2% | 0.1% | -4% | -17% | -3%
COc1ccc(NC(=O)c2cc3ccccn3n2)cc1 | 0% | 0 | 3%[57.1 µM] | -5 | 15% | -0.3% | -10% | 3% | -4%
CCOCCSc1nc2c(c(=O)[nH]c(=O)n2C)n1CCCc1ccccc1 | 0% | 1 | -6% | -8&-2 | 3% | 0.7% | -2% | -9% | 5%
COc1ccccc1NS(=O)(=O)c1cccc(C(=O)N2CCCCCCC2)c1 | -2% | -2 | -4% | -2 | 6% | 1.8% | -1% | -18% | 0%
Cc1ccc(S(=O)(=O)N2CCN(C(=S)NCc3ccc4c(c3)OCO4)CC2)cc1 | -2% | 2 | 0%[57.1 µM] | -2 | 0% | 0.0% | -4% | -18% | 7%
COc1ccc(NC(=O)C2COc3ccccc3O2)cc1S(=O)(=O)N1CCOCC1 (stereo not drawn) | -2% | 5 | -8% | -2 | 5% | 1.3% | 4% | -4% | 0%
COc1cc2nc(Nc3ccc(C)c(C)c3)nc(N)c2cc1OC | -3%&-24% | -4&0 | 6%&4% | -3&1 | 8%&-10% | -0.5%&-1.1% | -16%&-11% | -26%&-2% | 3%&5%
Cc1cccc(NC(=O)C2CCCN2S(=O)(=O)c2ccc(F)cc2)c1C (stereo not drawn) | 1% | 2 | -4% | -1 | 5% | 4.1% | -7% | -8% | 1%
O=C(CSc1nnc(-c2ccccc2)c(-c2ccccc2)n1)NC1CCCC1 | 3% | 2 | 3%[57.1 µM] | -4 | -8% | 0.8% | -3% | -9% | 0%
O=C(N/N=C/c1ccccc1)c1ccc(CN2C(=O)c3cccc4cccc2c34)cc1 | ? | -5 | 13% | -1 | 5% | 3.0% | -1% | -21% | -14%
COc1cc2oc(=O)cc(-c3ccc(-c4ccc(N(C)C)cc4)cc3)c2c(OC)c1OC | -9% | 6 | -8% | 6 | 5% | . | -4%&-1% | ? | ?
CNc1nc(NC#N)nc(SC)n1 | 1% | 4 | -7% | -6 | -8% | -1.5% | -1% | -11% | 3%
COc1cc(C=O)ccc1OCC(=O)NC(C)(C)C | 0% | 2 | -10% | -10 | -15% | 0.9% | -2% | -12% | 4%
Cc1ccc(C)c(N2C(=N)S/C(=C\c3ccc(-c4ccccc4C(=O)O)o3)C2=O)c1 | -1% | -22 | -7% | 4 | -17% | 3.8% | -3% | -26% | -6%
CC(C)Oc1ccc(C(=O)NCC(=O)Nc2ccc3c(c2)CCC3)cc1 | -8% | -6 | 0% | -8 | -1% | -1.8% | 0% | -6% | -6%
Fc1ccccc1C1c2[nH]c3ccccc3c2CCN1CCCn1cccn1 (stereo not drawn) | -4% | -3 | 4% | -3 | 3% | 0.6% | -3% | -13% | -14%
CCOC(=O)c1nc2cc3n(c(CC(C)C)c-2c1C)CC(C)=C3C | -6% | -2 | 33%[57.1 µM] | 5 | -1% | -0.3% | -4% | -24% | -6%
COc1ccc(CNC(=O)CSc2nnc(NC(=O)c3ccccc3F)s2)cc1 | -1% | 3 | 3%[57.1 µM] | -5 | -3% | ? | 0% | -14% | -13%
C[C@@H](CN=[N+]=[N-])CN1CC[C@H](C(C)(C)C)CCC1=O | 5%&-5% | -4 | 6%&7% | -8 | -4%[38.3 µM] | -0.4% | -2%&-3% | -14% | 3%
COc1ccc(N=C2SC(CC(=O)Nc3ccccc3OC)C(=O)N2Cc2ccco2)cc1 (stereo not drawn) | -5% | -3 | -14% | -6 | 4% | -0.9% | -2% | -6% | 1%
CC(=O)Nc1ccc(-c2ccnc3c2CC(C)(C(=O)Nc2ccc(Cl)c(C(F)(F)F)c2)O3)cc1 (stereo not drawn) | -5% | -3 | . | -2 | . | . | -3% | . | .
CC(C)c1ccc(/C=C/C(=O)NC2CCCCC2)cc1 | 3% | -1 | -8% | -3 | 0% | 1.6% | 2% | -4% | -1%
CCOCC(=O)Nc1ccc(S(=O)(=O)Nc2nccs2)cc1 | 0% | -2 | -6% | -19 | -3% | 0.6% | -1% | -7% | 1%
CCOc1ccc(-c2cc(NC(=O)Nc3ccc(Cl)cc3)c(C(=O)OC)s2)cc1 | 5% | -3 | 18% | 0 | -5% | 2.5% | 2% | -14% | 4%
COC(=O)c1ccc(OCCOc2ccccc2C)cc1 | 0% | 1 | 1%[57.1 µM] | -3 | 3% | 2.4% | 5% | ? | 3%
CC(C)C(NC(=O)c1ccccc1NC(=O)C(C)(C)C)C(=O)N1CCOCC1 (stereo not drawn) | 0% | 2 | -5% | -3 | 5% | . | 1% | -19% | 2%

Shown with two lines to a compound: entries from further up.
Values run as follows: Vif-A3G inh	PI4K2A inh	TrxR1 substrate	LDHA inh	mIDH1 inhibitor	RXFP1 ag	Glioma ERSR ind	USP1-UAF1 inh	Vif-APOBEC3F blk
O=C(NC1CCCCC1)c1cc2nc3c(c(C(F)(F)F)n2n1)CCCC3
→ -3%	2	9%[57.1 µM]	3	1%	4.5%	-1%	-1%	-18%
COc1cc2oc(=O)cc(-c3ccc(-c4ccc(N(C)C)cc4)cc3)c2c(OC)c1OC
→ -9%	6	-8%	6	5%	.	-4%&-1%	?	?

This is a subset (hit frequency here may not be typical).
